Screens: PubChem, several laboratories
PMI activator = phosphomannose isomerase (human) activation; activation factor at 20 µM; hit rate 0.005% among 190,000; purified human PMI, coupled resazurin fluorescence, 20 min; active compounds read high; 1 = vehicle control, 0 substrate-free wells; AID 1214;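 active means activation factor of 2 or more at 20 µM, relative to plate controls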
TLR4-MyD88 BLA = blocks binding of human TLR4 to MyD88; hit rate 0.18% among 200,000; AID 861; O00206+Q99836; inhibition, % at 8.4 µM; HeLa CL3-4 TLR4/MyD88 BLA complementation, FRET ratio; in the data active means inhibition above about 25%;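 further: 0% = vehicle and 100% = reference inhibitor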
Target sequence (O00206 whole entry, looked up): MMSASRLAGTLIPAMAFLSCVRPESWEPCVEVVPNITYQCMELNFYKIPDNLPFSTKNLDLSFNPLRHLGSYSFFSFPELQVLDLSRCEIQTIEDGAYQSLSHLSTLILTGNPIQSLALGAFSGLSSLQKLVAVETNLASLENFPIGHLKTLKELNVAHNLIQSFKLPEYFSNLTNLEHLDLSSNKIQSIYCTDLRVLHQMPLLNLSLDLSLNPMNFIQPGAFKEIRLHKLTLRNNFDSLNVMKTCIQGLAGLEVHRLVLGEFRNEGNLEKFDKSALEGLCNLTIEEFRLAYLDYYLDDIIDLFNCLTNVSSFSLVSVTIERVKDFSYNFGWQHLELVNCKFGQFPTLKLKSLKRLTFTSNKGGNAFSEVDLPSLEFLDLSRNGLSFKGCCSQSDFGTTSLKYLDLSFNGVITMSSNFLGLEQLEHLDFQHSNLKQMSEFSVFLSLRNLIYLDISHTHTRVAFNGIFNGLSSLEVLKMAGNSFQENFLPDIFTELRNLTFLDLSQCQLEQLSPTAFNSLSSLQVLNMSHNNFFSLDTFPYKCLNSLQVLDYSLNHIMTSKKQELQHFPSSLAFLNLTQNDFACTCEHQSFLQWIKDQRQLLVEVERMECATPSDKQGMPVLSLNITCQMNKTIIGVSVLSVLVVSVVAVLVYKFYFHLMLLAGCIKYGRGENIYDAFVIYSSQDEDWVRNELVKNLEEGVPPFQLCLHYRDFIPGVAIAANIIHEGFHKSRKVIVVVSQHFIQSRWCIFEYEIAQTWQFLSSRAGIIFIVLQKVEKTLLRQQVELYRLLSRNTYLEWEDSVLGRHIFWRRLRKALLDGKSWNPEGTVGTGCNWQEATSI
Target sequence (Q99836 whole entry, looked up): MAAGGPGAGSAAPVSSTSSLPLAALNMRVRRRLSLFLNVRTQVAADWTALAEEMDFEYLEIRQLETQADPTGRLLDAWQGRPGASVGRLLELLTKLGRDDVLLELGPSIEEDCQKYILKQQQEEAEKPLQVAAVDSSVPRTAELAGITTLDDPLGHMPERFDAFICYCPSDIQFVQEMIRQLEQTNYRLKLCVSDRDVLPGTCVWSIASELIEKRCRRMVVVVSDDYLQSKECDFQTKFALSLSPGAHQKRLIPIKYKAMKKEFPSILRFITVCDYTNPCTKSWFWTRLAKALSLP
Diaph act CS = activates diaphorase or chemically reduces, flagging diaphorase assay artifacts; Diaphorase/resazurin coupled assay, resorufin fluorescence, 16 min; active compounds read high; 1 = vehicle wells, 0 = NADH-free wells; activation factor at 20 µM; hit rate 0.005% among 190,000; AID 1229;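 active means diaphorase activity raised at least twofold by the compound at 20 µM; inactive means activation factor below 2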
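Material: purified diaphorase enzyme from Clostridium kluyveri / Medium: HEPES pH 7.4 buffer with MgCl2 and Tween 20 / Schedule: enzyme reaction of 16 min at room temperature / Measured by: resorufin fluorescence, excitation 544 nm, emission 590 nm / Evaluation: rise in resorufin formation, marking diaphorase activation or chemical reduction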
G6PDH CS = inhibits Leuconostoc G6PDH, flagging false hits in G6PDH-based assays; inhibition, % at 5 µM; hit rate 0.12% among 200,000; Purified L. mesenteroides G6PDH, diaphorase/resazurin coupled fluorescence, 45 min
Lmaj promast = inhibitors of Leishmania major promastigote growth | Leishmania major promastigotes, resazurin fluorescence viability | inhibition, % at 10 µM | hit rate 9% among 200,000 | AID 1063;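 further: promastigotes grown with compound for 44 hours at 28 °C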
RAM network inh = inhibitors of the yeast RAM network; S. cerevisiae dse1pr::URA3 reporter, 5-FOA growth OD615, 2 d; analog-sensitive cbk1-as2 kinase mutant strain; inhibition, % at 50 µM; hit rate 1.8% among 190,000;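 active means inhibition above a set limit, 3 SD over mean compound inhibition, cut at about 8.4% in these data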;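 further: 0% = DMSO-only wells with no growth and 100% = 10 µM 1-NA-PP1 full growth; inhibition rescues growth on 5-FOA so higher OD means more RAM inhibition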
Hsp70 act = Hsp70 transcriptional activation, primary screen. HeLa Hsp70 promoter luciferase reporter, luminescence; scaled: vehicle 0, proteasome-inhibitor control 100%. hit rate 0.04% among 200,000. activation, % at 10 µM. AID 1203;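 active means activation above the mean across all tested compounds plus 3 SD, cutoff set per campaign, cut at about 5.5% in these data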;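 further: 100% = MG132 at 30 µM as the positive control and 0% = DMSO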
S1P3 antagonist = antagonists of human S1P3 receptor; inhibition, % at 4.98 µM; hit rate 0.27% among 170,000; CHO S1P3 NFAT-BLA reporter, FRET fluorescence, antagonist mode;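 active means inhibition above the plate cutoff, the mean inhibition of test wells on that plate plus 3 SD, cut at about 28% in these data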;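 further: cells challenged with S1P at its EC80 of 0.8 µM; blue over green emission ratio from cleaved BLA substrate after 4 h stimulation; 0% = S1P-stimulated wells and 100% = unstimulated DMSO-only wells; some compounds past the cut are filed as inactive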
Redox H2O2 prof = compounds producing H2O2 with reducing agent – biochemical, NIH compound library profiling, artefact control for MLSCN library redox annotation, primary screen. AID 878. DTT-dependent redox cycling H2O2, phenol red/HRP absorbance; 100% = 100 µM peroxide control, 0% = buffer. hit rate 0.03% among 200,000. activation, % at 10 µM;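 active means activation of at least 50% relative to the plate's high and low controls in the primary single-dose screen; inactive means activation below 50%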;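 further: compound incubated with DTT at 0.8 mM final as the reducing agent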
PMI act satM6P = activators of human phosphomannose isomerase at near-saturating mannose 6-phosphate | P34949 | coupled PMI enzyme assay, resazurin fluorescence, 20 min; active compounds read high; 1 = untreated enzyme, 0 = substrate-free blank | hit rate 0.34% among 190,000 | activation factor at 20 µM;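 active means activation factor of 2 or more at 20 µM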
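Test system: Human PMI in coupled enzyme assay | Input: 15 ng/mL PMI | Medium: HEPES-buffered pH 7.4 with magnesium and detergent | Compound: One concentration, 20 µM, in 1% DMSO | Incubation: Enzyme reaction with compound 20 min at room temperature | Detection: Diaphorase-driven resazurin-to-resorufin fluorescence, excitation 544, emission 590 nm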
Diaph inh CS = inhibits diaphorase or chemically oxidizes, flagging diaphorase assay artifacts. diaphorase resazurin-to-resorufin fluorescence, NADH, 16 min; bacterial (C. kluyveri) enzyme, not human. inhibition, % at 20 µM. hit rate 0.69% among 190,000. AID 1217;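 active means primary screen inhibition at 20 µM above a set limit, cut at about 50% in these data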;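 further: plate controls were DMSO with full reaction for no effect and wells lacking NADH for full effect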
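Assay system: diaphorase enzyme from Clostridium kluyveri; Input: enzyme working solution with 0.14 U/mL diaphorase; Timing: 16 min at room temperature; Technique: resorufin fluorescence, excitation 544 nm, emission 590 nm; Benchmarks: positive control minus NADH, DMSO neutral control.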
* marks the source's active call; other numbers are inactive results; . = no result given. Unless noted, no stated cut-off is given here; in the data, active means inhibition above about 50%; inactive means the rest.

1: COCCCNC(=O)/C=C/c1c(Cl)cccc1Cl
2: O=C(OCC(=O)N1CCCc2ccccc21)c1cccnc1Cl
3: Cc1cc(C(=O)NNC(=O)CCCCC(=O)NNC(=O)c2cc(C)[nH]n2)n[nH]1
4: Cc1ccc(-c2cc(C(F)F)n3ncc(C(=O)N4CCc5ccccc54)c3n2)cc1
5: Cc1ccc(OCC(=O)NCc2ccc3c(c2)OCO3)c([N+](=O)[O-])n1
compound no.	1	2	3	4	5
PMI activator	1.1	1	0.9	0.9	1.1
TLR4-MyD88 BLA	6.9	4.0	-4.3	6.4	3.4
Diaph act CS	0.9	1	0.9	0.9	0.9
G6PDH CS	6.1	-9.7	6.1	6.3	8.5
Lmaj promast	45.5	-5.8	40.5	17.6	2.1
RAM network inh	0.9	-0.9	1.3	6.5	0.4
Hsp70 act	-0.2	-0.5	0.0	0.0	0.0
S1P3 antagonist	-6.6	-10.8	-17.8	-21.2	-19.7
Redox H2O2 prof	0.4	0.3	-0.7	-0.9	-0.1
PMI act satM6P	1.1	1	0.8	0.9	1.1
Diaph inh CS	7.6	-0.7	11.5	14.3	6.4

Just S1P3 antagonist, Diaph act CS and TLR4-MyD88 BLA, for some of the entries so far:
nr | Compound | S1P3 antagonist | Diaph act CS | TLR4-MyD88 BLA
2 | O=C(OCC(=O)N1CCCc2ccccc21)c1cccnc1Cl | -10.8 | 1 | 4.0
3 | Cc1cc(C(=O)NNC(=O)CCCCC(=O)NNC(=O)c2cc(C)[nH]n2)n[nH]1 | -17.8 | 0.9 | -4.3
4 | Cc1ccc(-c2cc(C(F)F)n3ncc(C(=O)N4CCc5ccccc54)c3n2)cc1 | -21.2 | 0.9 | 6.4
5 | Cc1ccc(OCC(=O)NCc2ccc3c(c2)OCO3)c([N+](=O)[O-])n1 | -19.7 | 0.9 | 3.4

(list continues)
6: CCOc1ccc(N2CC(O)(c3cccs3)[N+]3=C2CCCC3)cc1 (stereo not drawn)
7: COc1cccc2sc(N(CCCN(C)C)C(=O)c3sc4ccccc4c3Cl)nc12
8: Cc1ccc(SCc2nc(-c3ccccn3)no2)cc1
9: COc1cc(NC(=O)c2cccc([N+](=O)[O-])c2)ccc1NC(=O)c1ccco1
10: CCNc1nc(-c2cc(C)n(Cc3ccco3)c2C)cs1
compound no.	6	7	8	9	10
PMI activator	1	1	0.9	1.1	1.7
TLR4-MyD88 BLA	1.5	-0.5	-9.9	-12.6	5.8
Diaph act CS	0.8	1	0.9	1	0.8
G6PDH CS	0.7	-23.6	0.9	0.1	-1.0
Lmaj promast	38.0	-0.8	3.2	3.6	7.2
RAM network inh	2.7	1.0	1.7	2.1	4.7
Hsp70 act	0.6	-0.3	0.2	0.1	-0.3
S1P3 antagonist	1.3	-10.4	7.8	-17.1	-7.7
Redox H2O2 prof	0.0	0.4	2.4	-1.2	-0.1
PMI act satM6P	1	1.1	0.9	0.8	1.6
Diaph inh CS	19.6	-0.2	9.5	-1.7	20.4

11: O=C(Nc1ccc(N2CCN(C(=O)c3ccc(Cl)cc3)CC2)cc1)c1ccc([N+](=O)[O-])o1
12: O=C(Nc1nnc(-c2ccc3c(c2)CCCC3)o1)c1ccccc1
13: Cc1ccc(C2/C(=C(/O)c3ccc(OC(C)C)cc3)C(=O)C(=O)N2CCN2CCOCC2)cc1 (stereo not drawn)
14: COc1ccc(-c2[nH]c3ccccc3c2SCCNC(=O)c2cc3ccccc3oc2=O)cc1
15: COc1ccccc1NC1=C(Cl)C(=O)N(C2CCCCC2)C1=O
compound no.	11	12	13	14	15
PMI activator	0.9	0.9	1.8	0.8	0.9
TLR4-MyD88 BLA	17.6	-7.3	10.2	-4.2	11.9
Diaph act CS	0.8	0.9	1.2	0.8	0.7
G6PDH CS	0.6	-14.2	9.1	10.4	-3.3
Lmaj promast	100.0*	96.3*	-7.1	9.1	10.1
RAM network inh	2.0	0.5	-0.1	4.5	7.7
Hsp70 act	-0.1	0.3	-0.3	-0.3	-0.2
S1P3 antagonist	-2.4	.	.	-9.0	.
Redox H2O2 prof	0.5	-0.2	-0.8	1.3	1.4
PMI act satM6P	0.8	0.9	1.8	0.7	0.9
Diaph inh CS	19.9	14.5	-16.6	23.7	29.5

Quoted at random: 5 records from the list, in no set order.
14: COc1ccc(-c2[nH]c3ccccc3c2SCCNC(=O)c2cc3ccccc3oc2=O)cc1
11: O=C(Nc1ccc(N2CCN(C(=O)c3ccc(Cl)cc3)CC2)cc1)c1ccc([N+](=O)[O-])o1
15: COc1ccccc1NC1=C(Cl)C(=O)N(C2CCCCC2)C1=O
13: Cc1ccc(C2/C(=C(/O)c3ccc(OC(C)C)cc3)C(=O)C(=O)N2CCN2CCOCC2)cc1 (stereo not drawn)
12: O=C(Nc1nnc(-c2ccc3c(c2)CCCC3)o1)c1ccccc1
compound no.	14	11	15	13	12
PMI activator	0.8	0.9	0.9	1.8	0.9
TLR4-MyD88 BLA	-4.2	17.6	11.9	10.2	-7.3
Diaph act CS	0.8	0.8	0.7	1.2	0.9
G6PDH CS	10.4	0.6	-3.3	9.1	-14.2
Lmaj promast	9.1	100.0*	10.1	-7.1	96.3*
RAM network inh	4.5	2.0	7.7	-0.1	0.5
Hsp70 act	-0.3	-0.1	-0.2	-0.3	0.3
S1P3 antagonist	-9.0	-2.4	.	.	.
Redox H2O2 prof	1.3	0.5	1.4	-0.8	-0.2
PMI act satM6P	0.7	0.8	0.9	1.8	0.9
Diaph inh CS	23.7	19.9	29.5	-16.6	14.5

Going on with the list:
16: CC(O)c1c(OCc2ccccc2)ncnc1OCc1ccccc1 (stereo not drawn)
17: CCN(CC)C(=O)CSc1nc(N)c2c3c(sc2n1)CC(C)CC3 (stereo not drawn)
18: O=C(NNc1ncccc1Cl)c1c(Cl)cccc1Cl
19: CCc1ccc(CN(C)C(=O)CCc2nnc(Cc3cccc(C)c3)o2)nc1
20: COc1cccc(CNc2ccc(N3CCCCC3)cc2)c1OC
compound no.	16	17	18	19	20
PMI activator	0.9	1	0.8	1	0.3
TLR4-MyD88 BLA	5.7	1.6	-18.6	-7.3	-0.6
Diaph act CS	1.1	0.9	0.8	1	0.4
G6PDH CS	2.7	-1.1	10.1	6.4	12.7
Lmaj promast	10.3	64.2*	-3.2	0.9	99.8*
RAM network inh	0.7	0.0	0.7	0.5	2.7
Hsp70 act	-0.3	-0.2	-0.4	-0.5	-0.5
S1P3 antagonist	21.3	.	-10.8	-4.6	-14.0
Redox H2O2 prof	-2.7	0.5	0.5	-1.2	0.1
PMI act satM6P	1	1	0.8	1.1	0.4
Diaph inh CS	-10.9	13.4	17.6	-1.6	59.9*

21: CC(C)(C)c1ccc(S(=O)(=O)N2CCN(c3ncccn3)CC2)cc1
22: COC(=O)N/N=C/c1cc(C)n(-c2cccc3ccccc23)c1C
23: Cn1c(Cn2c(=O)sc3ccccc32)nnc1SCC(=O)NCc1ccco1
24: CC(C)/C=C1\CC/C(=C\c2ccc(N(C)C)cc2)C1=O
25: CCS(=O)(=O)Nc1cccc(C2=NN(S(C)(=O)=O)C(c3ccccc3)C2)c1 (stereo not drawn)
compound no.	21	22	23	24	25
PMI activator	1	1	1	0.9	1.2
TLR4-MyD88 BLA	-16.8	-2.8	-18.3	16.7	-7.0
Diaph act CS	1	0.9	0.9	0.9	1
G6PDH CS	10.8	5.8	0.4	-18.4	-1.5
Lmaj promast	5.6	67.1*	-7.1	-2.1	1.8
RAM network inh	3.0	1.2	0.6	4.4	0.2
Hsp70 act	1.0	-0.4	-0.4	-0.2	0.1
S1P3 antagonist	-9.1	-5.4	-24.5	6.4	-22.1
Redox H2O2 prof	0.2	0.3	1.6	-0.5	0.7
PMI act satM6P	1	1	1	0.8	1
Diaph inh CS	2.1	8.5	7.4	11.6	4.5

26: CCN(CC)S(=O)(=O)c1ccc(Br)c(OC)c1
27: COc1cc(C(=O)N2CCN(c3cc(Cl)ccc3Cl)CC2)cc(OC)c1OC
28: COc1ccc(CCNC(=O)c2ccc3nc(-c4ccco4)c(-c4ccco4)nc3c2)cc1OC
29: O=C(Oc1c(CN2CCOCC2)cc(Cl)c2cccnc12)c1ccc(F)cc1
30: O=C(NCCCN1CCOCC1)c1ccc(Sc2ccc(F)cc2)c([N+](=O)[O-])c1
compound no.	26	27	28	29	30
PMI activator	0.9	0.8	1	0.7	0.9
TLR4-MyD88 BLA	-12.4	-12.7	-0.9	-1.2	11.2
Diaph act CS	0.8	0.8	0.3	0.7	1
G6PDH CS	-17.1	-9.9	16.3	-25.8	-8.2
Lmaj promast	0.8	21.4	-3.9	100.3*	100.4*
RAM network inh	-0.4	-0.6	7.8	-0.7	0.5
Hsp70 act	0.0	0.6	0.1	0.1	-0.3
S1P3 antagonist	-14.4	27.7	-14.0	10.0	-4.2
Redox H2O2 prof	-3.0	-0.4	1.4	-0.1	-0.5
PMI act satM6P	0.9	0.8	1	0.6	1
Diaph inh CS	19.7	24.9	66.1*	28.2	0.0

31: Cc1sc(NC(=O)Nc2ccccc2)c(C(N)=O)c1C
32: CN(C)/C(=N\S(=O)(=O)c1ccccc1)c1ccc([N+](=O)[O-])cc1
33: Cc1c(C(=O)NCCCN2CCOCC2)sc2nc(-c3ccc(F)cc3)cn12
34: COc1cc(C2C(C(C)=O)=C(C)Nc3ncnn32)ccc1O (stereo not drawn)
35: O=C(NN=C1CCCCCC1)c1ccc(Br)o1
36: COc1ccc(C(=O)OCC(=O)NCC2CCCO2)cc1[N+](=O)[O-] (stereo not drawn)
37: COc1ccc(NC(=O)COC(=O)c2c(F)cccc2Cl)cc1OC
compound no.	31	32	33	34	35	36	37
PMI activator	0.5	0.9	1	1	1	1.1	1.1
TLR4-MyD88 BLA	-18.2	6.0	-1.0	-2.2	-11.8	0.9	-0.1
Diaph act CS	0.8	0.9	0.9	0.9	0.9	1	0.9
G6PDH CS	0.7	-6.6	-1.4	-4.4	2.3	7.0	-0.3
Lmaj promast	-4.2	6.4	79.0*	-0.5	24.7	-1.0	10.1
RAM network inh	3.9	3.4	2.0	1.9	4.5	2.7	2.5
Hsp70 act	-0.1	-0.3	-0.3	-0.1	-0.2	-0.1	-0.1
S1P3 antagonist	4.8	-0.8	9.3	.	-10.5	-11.5	-5.8
Redox H2O2 prof	-0.6	-0.1	2.3	-0.1	-0.3	-1.1	-1.8
PMI act satM6P	0.7	1	1	1	1.1	1	1
Diaph inh CS	16.8	6.1	5.2	5.6	13.2	1.3	5.2
